HIV RNase H inh: HIV-1 RT RNase H inhibitors, primary screen, biochemical, fluorescence | Gag-Pol polyprotein (Human immunodeficiency virus type 1 group M subtype B (isolate … | RT-RNase H RNA/DNA duplex cleavage | inhibition, % at 10 µM | 1.9% of 65,000 active | AID 565, 2006; in the data active = inhibition above about 50%
RmlCD inh mix: RmlC and RmlD coupled enzyme inhibitors, primary screen, biochemical, 384-well, compound mixtures, retest; RmlC/RmlD coupled enzyme inhibition, 384-well mixture HTS; inhibition, % at 5.5 µM; 0.39% of 110,000 active; AID 1532, 2009; in the data active = inhibition above about 30%, passing the limit was not always enough; inconclusive = no clear call, values can overlap the other calls; note: strong numbers were not always called active
The depositor's hits bear a star; ? = inconclusive; nt = no result given; & = joins results of further samples.

SMILES	HIV RNase H inh	RmlCD inh mix
COc1cc2c(cc1OC)C(c1ccc(-c3ccccc3Cl)o1)=NCC2	nt	-9.6
CCOC(=O)c1ccc(Nc2cc(C)nc3ncnn23)cc1	-1.4	-23.3
CC(=O)Nc1ccc(NS(=O)(=O)C(F)(F)F)cc1	-4.8	-6.6
CCN(CC)CCCN1C(=O)C(O)=C(C(=O)c2sc(C)nc2C)C1c1ccc(C)o1 (centres undefined)	-14.2	nt
CCSc1nnc(NC(=O)C(C)(C)C)s1	-12.0	-5.1
O=C(NC(NC1CCS(=O)(=O)C1)C(Cl)(Cl)Cl)c1ccc(Br)cc1 (centres undefined)	nt	-10.5
Cc1ccc(-c2nnn(CC(=O)NCCC3=CCCCC3)n2)cc1	nt	-12.7
COc1ccc(Cl)cc1NC(=O)c1cnc2sccn2c1=O	-3.0	?
COc1ccc(Br)cc1C1SCCN1S(C)(=O)=O (centres undefined)	-34.5	-0.6
O=C(/C=C/Nc1ccccc1OC(F)(F)F)C(F)(F)F	nt	6.0
c1ccc(CN2CCN(c3nc(N4CCOCC4)c4ccccc4n3)CC2)cc1	nt	12.9
CCOn1c(=O)c(-c2cc3ccccc3o2)[n+]([O-])c2ccccc21	-5.0	-8.0
CCOC(=O)C[C@H]1c2cc(F)ccc2S(=O)(=O)N1C(C)C	nt	3.9
CC1CCN(C(=S)NCCc2ccccc2)CC1	nt	8.4
CCOc1ccc(S(=O)(=O)N(C)C)cc1-c1nc2c(C(C)(C)C)nn(C)c2c(=O)[nH]1	-9.1	-14.7
CC(C)Sc1nc2c(c(=O)n1C)SC(C)C2 (centres undefined)	-37.4	-6.2
Cc1nc(N2CCN(Cc3ccc4c(c3)OCO4)CC2)nc2c1C(=O)CC(c1ccco1)C2 (centres undefined)	3.0	-4.5
CCN1C(=O)c2ccccc2S(=O)c2ccc(C(=O)N3CCCC3)cc21 (centres undefined)	-10.8	-11.7
COCC(C)OC(=O)c1c(N)n(Cc2ccco2)c2nc3ccccc3nc12 (centres undefined)	6.5	56.2*
COc1ccc(S(=O)(=O)Cc2ccc(C(=O)N3CCOCC3)o2)cc1	-4.1	-44.4

Of the compounds above, these contain a CF3 group:
SMILES	HIV RNase H inh	RmlCD inh mix
CC(=O)Nc1ccc(NS(=O)(=O)C(F)(F)F)cc1	-4.8	-6.6
O=C(/C=C/Nc1ccccc1OC(F)(F)F)C(F)(F)F	nt	6.0

Carrying on:
SMILES	HIV RNase H inh	RmlCD inh mix
COCCCNC(=O)CCCn1c(=O)c2ccccc2n(CC(=O)Nc2c(C)cccc2C)c1=O	-5.7	-8.6
COc1cc(C)c(C(C)C)cc1S(=O)(=O)N1CCOCC1	-0.1	-14.8
COc1ccccc1N1C(=O)C2CC(C)=C(C)CC2C1=O (centres undefined)	1.9	-6.5
Cn1c(-n2c(CCCN3C(=O)c4ccccc4C3=O)nc3ccccc3c2=O)nc2ccccc21	-8.4	-6.4
CC(=O)NC1(c2cccc(F)c2)CCN(CC(=O)NC2CCCCC2)CC1	-8.8	?
COC(=O)CC1(c2ccccc2)C(=O)c2ccccc2C1=O	nt	4.5
Cn1cccc1CNC(=O)Nc1ccccc1	nt	7.8
O=C(Cc1ccccc1)N1CCN(C/C=C/c2ccccc2)CC1	-81.8	29.7
CCOc1ccccc1NC(=O)C1CCCN1C(=O)OCc1ccccc1 (centres undefined)	-17.0	2.5
Cc1cc(NC(=O)C2CC=CCC2C(=O)O)no1 (centres undefined)	-2.7	2.4
COc1ccc(-c2nc(C)sc2CC(=O)O)cc1	-5.8	-0.2
CCOC(=O)C1=C(C)N(Cc2ccccc2)C(=O)NC1c1ccc(OC)cc1 (centres undefined)	nt	-3.7
O=C(CCS(=O)(=O)c1ccc(Br)cc1)N1CCN(c2ccccc2F)CC1	-5.9	7.4
OCCOCCNc1ncnc2c1cnn2-c1ccc(Cl)cc1	-2.3	9.8
CC12CCC(C(=O)NCc3ccc4c(c3)OCO4)(CC1=O)C2(C)C (centres undefined)	-2.5	-12.8
CCOC(=O)C1=C(C)NC(SCc2cc(=O)[nH][nH]2)=C(C#N)C1c1cccs1 (centres undefined)	0.6	0.9
CCOC(=O)C1=C(Nc2ccccc2)OCC1=O	-18.0	5.7
CC(C)N1C(=O)/C(=C/c2nc3ccccc3c(=O)n2-c2ccccc2)c2ccccc21	nt	5.4
C=CCOc1ccc(CNC(C)(C)CO)cc1OCC	nt	6.2
CCOC(=O)N1CCN(C(=O)C2CCN(S(=O)(=O)c3ccc(Cl)cc3)CC2)CC1	nt	-9.2
CCOc1cccc(-c2nnc3sc(-c4ccc(C)cc4)nn23)c1	-5.2	nt
CCOC(=O)C1CCCN(c2c(Nc3cc(C)cc(C)c3)c(=O)c2=O)C1 (centres undefined)	nt	-2.4
CCCN1CNC(=S)N(c2cc(C)ccc2C)C1	nt	2.4
COc1cc(NS(=O)(=O)c2ccc(NC(=O)C34CC5CC(CC(C5)C3)C4)cc2)ncn1	-4.5	8.9
Cc1cccc(N(C)S(=O)(=O)c2ccc3[nH]c(=O)c(=O)[nH]c3c2)c1	-12.1	-12.2
CCOC(=O)c1sc(=S)n(-c2cccc(C(F)(F)F)c2)c1SC	nt	?
Oc1c(Cl)cc(Cl)cc1CNc1ccc(Br)cn1	4.8	6.8
C[C@]12C=CC(=O)C=C1CC[C@@H]1C2=CC[C@]2(C)[C@@H](C(=O)CN3CCN(c4cc(N5CCCC5)nc(N5CCCC5)n4)CC3)CC[C@@H]12	nt	10.3
CC(C)CCSc1nc2c(c(=O)[nH]c(=O)n2C)n1CCc1ccccc1	11.3	5.9
Fc1cnc(N2CCc3ccccc32)nc1N1CCc2ccccc21	nt	-0.3
C=CCn1c(SCC(=O)Nc2ccccc2)nnc1-c1cccc(S(=O)(=O)N2CCOCC2)c1	0.3	1.3
CCN(CC)C(=O)Cn1cnc2sc(C(=O)Nc3cc(OC)c(OC)c(OC)c3)c(C)c2c1=O	nt	15.6
CCC(NC(=S)NCc1ccccc1)C(=O)O (centres undefined)	nt	5.2
Cc1n[nH]c(C)c1S(=O)(=O)N1CCCC(C(=O)NC2CCCc3ccccc32)C1 (centres undefined)	5.6	-13.8
COc1ccc(Br)cc1S(=O)(=O)n1ccnc1C	-58.5	2.0
CCOc1c2ccc(C(=O)NCc3ccc4c(c3)OCO4)cc2nn1C	nt	-10.9
O=C(Nc1cnn(Cc2ccc(F)cc2)c1)c1cc(-c2cccs2)on1	-81.2	-1.4
COc1ccc(/C=N/NC(=O)c2nn(-c3ccccc3)c(=O)c3c(N)scc23)cc1	nt	-7.5
O=C(NC1CCC(C(=O)O)CC1)OCc1ccccc1 (centres undefined)	-8.2	1.4&5.5
CC1(C)Cc2c(sc3c2c(=N)n(Cc2ccco2)c(=O)n3CC(=O)Nc2cccc(Cl)c2)CO1	11.5	7.8

Entries of single compounds from above. Order of screens: HIV RNase H inh | RmlCD inh mix
Entry for `CCOC(=O)c1ccc(Nc2cc(C)nc3ncnn23)cc1` = -1.4 | -23.3
Entry for `CCOC(=O)C1=C(Nc2ccccc2)OCC1=O` = -18.0 | 5.7
Entry for `Oc1c(Cl)cc(Cl)cc1CNc1ccc(Br)cn1` = 4.8 | 6.8
Entry for `Fc1cnc(N2CCc3ccccc32)nc1N1CCc2ccccc21` = nt | -0.3
Entry for `CC(C)N1C(=O)/C(=C/c2nc3ccccc3c(=O)n2-c2ccccc2)c2ccccc21` = nt | 5.4

More records follow:
SMILES	HIV RNase H inh	RmlCD inh mix
CCCCn1nc2cc(C(=O)NCc3ccco3)ccc2c1OCC	nt	19.6
O=C(c1ccc(S(=O)(=O)N2CCOCC2)cc1)N(c1ccccc1)C1C=CS(=O)(=O)C1 (centres undefined)	-19.5	-4.5
CCN1C(=O)N(CC)C2NC(=S)NC21 (centres undefined)	nt	-0.5
O=C1CN=C(Nc2ccccc2Cl)N1Cc1ccc2c(c1)OCO2	nt	5.1
Cc1nc(SCCCSc2n[nH]c(C)n2)n[nH]1	-13.3	-15.8
CC(C)OC(=O)CCCN1C(=O)c2ccc(N)cc2C1=O	-22.3	nt
COc1cccc(-n2c(SCC(=O)N3CCc4ccccc43)nnc2-c2c[nH]c3ccccc23)c1	nt	-17.4
OC(COc1ccccc1)Cn1cc(Br)cn1 (centres undefined)	-2.9	11.5
CC(C)n1nnnc1-c1cc(Cl)cc(Cl)c1	nt	-8.7
CC(=O)N1CCc2cc(S(=O)(=O)NC(CC(C)C)C(=O)Nc3cc(C(=O)O)ccc3C)ccc21 (centres undefined)	61.3*	nt
Cc1csc(NC(=O)CN(C)S(=O)(=O)c2cccc3cccnc23)n1	-69.3	6.1
Cc1nn(-c2ccccc2)c2c1C1(C(=O)N(C)c3ccccc31)N(c1ccccc1)C(=O)N2 (centres undefined)	-1.7	8.4
Cc1ccc(N(C)C(=O)Oc2cccc3cccnc23)cc1	-13.8	-9.9
Cc1cccc(CSc2ncnc3nc[nH]c23)c1	-95.4	2.9
Cc1cc(C)nc(NS(=O)(=O)c2ccc(NC(=O)c3cccs3)cc2)n1	-6.3	-15.1
COC(C/C=C/[C@@H](O)[C@H](C)OCc1ccccc1)OC	nt	7.4
CCN(CC)CCCNC(=O)C1c2ccccc2C(=O)N(C)C1c1ccc(OC)cc1 (centres undefined)	-4.7	-14.5
CCC(C(=O)NC1CCCC1)N(C(=O)Cn1nnc(-c2cccs2)n1)c1cnc2ccccc2c1 (centres undefined)	nt	4.9
CC1(C(=O)O)CCC(C(=O)NC2CCCCCC2)C1(C)C (centres undefined)	-1.3	7.1
CCCOc1ccc(N2C(=O)CC(NCCCN3CCC(C(N)=O)CC3)C2=O)cc1 (centres undefined)	-2.2	nt

Taken from above:
HIV RNase H inh with Oc1c(Cl)cc(Cl)cc1CNc1ccc(Br)cn1 : 4.8
RmlCD inh mix with COc1cc2c(cc1OC)C(c1ccc(-c3ccccc3Cl)o1)=NCC2 : -9.6

Further compounds
SMILES	HIV RNase H inh	RmlCD inh mix
O=C(NCc1ccco1)c1ccccc1NS(=O)(=O)c1ccc2c(c1)OCCO2	-20.0	6.2
C/C(=C\C(=O)c1ccccc1)Nc1ccc(O)cc1	nt	-5.7
Cc1nn(-c2ccccc2)c2sc(-c3nnc(SCC(=O)O)o3)cc12	nt	18.2
COc1ccc(NC(=O)CCC2CCCC2)cc1OC	0.4	-14.8
Cc1cccc(N=Nc2c(N)n[nH]c2-c2ccc(Cl)cc2)c1	nt	9.6
O=C(Nc1cccc2nsnc12)c1ccc(-c2cccc(Cl)c2)o1	nt	7.5
COC(=O)c1ccc(NC(=O)C2C3CCC(C3)C2C(=O)O)cc1 (centres undefined)	-3.3	4.5
COc1ccc(F)cc1CN1CCN(C(=O)CCC(=O)Nc2nnc(C(C)C)s2)CC1	-21.0	2.9
N#Cc1ccc(Oc2cccc(C(=O)O)c2)cc1C#N	-8.0	-12.2
Cc1c(C(=O)NCc2cccnc2)oc2ccc(S(=O)(=O)N3CCC4(CC3)OCCO4)cc12	nt	-4.4
Cc1ccc(CNc2ncccc2-c2nc3cc(Cl)ccc3o2)cc1	nt	-48.1
CCCCn1c(NC(C)CC)nc2c1c(=O)[nH]c(=O)n2C (centres undefined)	5.7	43.2
CC1(C)CC(=O)C2=C(C1)N(Cc1cccnc1)C(=O)C2(NC(=O)C1CC1)C(F)(F)F (centres undefined)	-12.6	-4.1
Cc1cc(C)cc(NC(=O)N2CCCC2C(=O)Nc2ccc(-n3cnnn3)cc2)c1 (centres undefined)	nt	6.0
Cc1[nH]c2ccc(C(=O)O)cc2c1C	nt	-58.1
COc1ccc(Cc2nn[nH]n2)cc1	nt	12.9
CCNC(=O)c1ccc(C2SCC(=O)N2Cc2ccco2)cc1 (centres undefined)	nt	-18.1
CCOC(=O)C1C2NC(=O)N(Cc3ccccc3)C1(C)Oc1c(OC)cccc12 (centres undefined)	-3.0	6.3
CCOC(=O)N1CCN(C(=O)c2cnc3n(c2=O)CCS3)CC1	-7.0	-5.0
COc1ccc(C(=O)N2CCN=C2SCc2cccnc2)c(OC)c1	-24.1	-10.9

Sorted by length of the SMILES (smallest number first): part of the list above.
SMILES	HIV RNase H inh	RmlCD inh mix
COc1ccc(NC(=O)CCC2CCCC2)cc1OC	0.4	-14.8
Cc1ccc(CNc2ncccc2-c2nc3cc(Cl)ccc3o2)cc1	nt	-48.1
Cc1nn(-c2ccccc2)c2sc(-c3nnc(SCC(=O)O)o3)cc12	nt	18.2
CCOC(=O)C1C2NC(=O)N(Cc3ccccc3)C1(C)Oc1c(OC)cccc12 (centres undefined)	-3.0	6.3

Further records follow.
SMILES	HIV RNase H inh	RmlCD inh mix
CCOc1ccc(C(=O)Nc2ccc3c(c2)OCCO3)cc1OC	4.4	3.4
CC(C)(C)OC(=O)N1CCOCCOCCN(C(=O)OC(C)(C)C)CCOCCOCC1	0.8	2.1
COc1ccccc1NC(=O)Cn1cc(C#N)c2ccccc21	nt	-11.2
Nc1nc(N2CCOCC2)nc2ccccc12	-10.8	9.6
O=C(O)c1ccc(SCc2cnc(Cl)s2)cc1	nt	7.2
CCOC(=O)c1csc(NC(=O)CSc2nnnn2-c2ccc3c(c2)OCCO3)n1	nt	3.2
Cc1csc(SCC(=O)Nc2cc(C(C)(C)C)nn2-c2ccccc2)n1	-0.1	36.5
Cn1c(=O)n(Cc2ccccc2)c(=O)c2c1nc1n2CCS1	-11.5	9.3
Cc1occc1C(=O)NCCCc1ccccc1	1.1	4.7
O=C(c1cc(F)c(F)cc1Cl)N1CCCCC1	0.3	-5.0
CCCCn1c(=N)n(CC(O)COc2cccc(C)c2)c2ccccc21 (centres undefined)	6.5	-14.9
c1ccc(Cn2ncc3c2ncn2c(-c4ccncc4)nnc32)cc1	5.2	nt
CN1CCN(C(CNS(=O)(=O)c2cccs2)c2cccnc2)CC1 (centres undefined)	nt	-1.4
COc1cccc(CNc2ccc(F)c(Cl)c2)c1OC	nt	4.6
COc1cc(C(=O)NCCc2cn3ccc(C)cc3n2)cc(OC)c1OC	-4.1	11.9
O=C(c1ccccc1-c1ccccc1)N1CCN(c2ccccn2)CC1	-9.1	nt
COCCCNc1c2c3c(cccc3[nH]c1=O)C(=O)c1ccccc1-2	nt	-11.9
N[C@@H](CCl)C(=O)O	nt	10.7

The list is partial; rates above refer to the full screens.
